m-calpain inh – inhibitors of pig calpain II | inhibition, % at 16 µM | purified calpain II, fluorogenic peptide substrate, 30 min | hit rate 0.37% among 220,000;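 active means inhibition above about 50%, limit read from the data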
EBV gp42 block – blocks Epstein-Barr virus glycoprotein 42 binding. Q1HVG2. Fluorescence polarization binding assay, mP read-out. AID 1085. hit rate 0.42% among 220,000. inhibition, % (tested at 21.74 µM); in the data active means inhibition above about 50%
Target sequence (Q1HVG2 whole entry, looked up): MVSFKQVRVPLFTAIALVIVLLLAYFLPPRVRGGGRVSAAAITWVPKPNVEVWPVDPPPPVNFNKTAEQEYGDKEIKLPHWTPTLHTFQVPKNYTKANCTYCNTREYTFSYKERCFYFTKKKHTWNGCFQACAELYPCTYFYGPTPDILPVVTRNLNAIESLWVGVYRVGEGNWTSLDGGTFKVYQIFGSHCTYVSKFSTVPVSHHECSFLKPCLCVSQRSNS
MDM2 E3 inh – Mdm2 E3 ligase (human) inhibition. Q00987. cell-based MDM2 ubiquitination luciferase reporter, 2 h; 0 = plate control, 100 = twice control, blank-subtracted. signal enhancement, % at 5 µM. hit rate 0.11% among 210,000. AID 1230;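 active means signal enhancement of 30% or more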;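 further: luminescence tracks abundance of the self-degrading MDM2-luciferase fusion protein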
Target sequence (Q00987 whole entry, looked up, the tested form may be a part): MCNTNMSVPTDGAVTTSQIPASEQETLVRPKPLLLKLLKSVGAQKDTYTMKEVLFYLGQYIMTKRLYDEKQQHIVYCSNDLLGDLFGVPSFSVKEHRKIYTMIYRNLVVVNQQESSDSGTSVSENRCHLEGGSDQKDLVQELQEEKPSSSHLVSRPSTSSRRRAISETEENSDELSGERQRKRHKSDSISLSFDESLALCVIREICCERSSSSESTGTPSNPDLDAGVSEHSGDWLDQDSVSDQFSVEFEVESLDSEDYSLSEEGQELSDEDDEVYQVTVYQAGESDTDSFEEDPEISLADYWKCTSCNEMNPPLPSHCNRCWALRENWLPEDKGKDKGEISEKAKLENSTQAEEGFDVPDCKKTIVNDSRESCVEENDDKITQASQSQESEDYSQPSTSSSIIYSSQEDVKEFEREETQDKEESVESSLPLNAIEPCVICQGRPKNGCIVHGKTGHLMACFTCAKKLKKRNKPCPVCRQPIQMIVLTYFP
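Buffer or medium: Cells held in DMEM | Assay system: Stable mammalian line carrying autodegrading MDM2–luciferase fusion reporter | Quantity: 2000 cells/well | Times: 4 h settle plus 2 h compound, 37 °C | Doses: One concentration, 5 µM, with 0.2% DMSO | Technique: Luminescence with SteadyLite reagent, 15 min at room temperature | Benchmarks: Plate controls and plate blanks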
Rad51 HR inh – Rad51 (human) homologous recombination inhibition. hRad51 DNA strand exchange, fluorescence dequenching. inhibition, % at 10 µM. hit rate 0.085% among 200,000. AID 1385;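 active means inhibition above 40% at the single screening dose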;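 further: 0% = DMSO control wells and 100% = blanks with heterologous ssDNA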
Target sequence (Q06609 whole entry, looked up): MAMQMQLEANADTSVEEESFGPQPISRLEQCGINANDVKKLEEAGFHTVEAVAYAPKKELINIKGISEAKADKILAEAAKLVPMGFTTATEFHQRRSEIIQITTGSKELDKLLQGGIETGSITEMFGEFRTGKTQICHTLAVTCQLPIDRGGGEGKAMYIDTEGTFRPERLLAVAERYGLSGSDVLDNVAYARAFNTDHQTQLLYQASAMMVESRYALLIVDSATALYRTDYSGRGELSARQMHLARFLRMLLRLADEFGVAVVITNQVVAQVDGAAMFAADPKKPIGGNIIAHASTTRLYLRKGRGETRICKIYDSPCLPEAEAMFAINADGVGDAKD
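material = hRad51 filaments on single-stranded DNA | reagent = Donor/quencher-labelled 47-bp dsDNA substrate | compound = 10 µM final, single point | schedule = strand-exchange reaction 15 min at room temperature | measured by = fluorescein emission 520 nm, excitation 485 nm | read-out basis = % inhibition versus plate control and blank means | benchmarks = plate controls and plate blanks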
eIF4E-4G inh – eIF4E/eIF4G interaction inhibition in translation initiation; inhibition, % at 21.7 µM; TR-FRET eIF4E-eIF4GI(517-606) binding, 2 h; hit rate 0.37% among 220,000;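 active means inhibition above about 30%, limit read from the data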;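 further: 0% = full FRET control wells and 100% = background wells lacking eIF4GI fragment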
Cl transport mod – modulators of human KCC2 chloride dependent transport; AID 1456; B-score of Tl+ flux slope (higher = more flux/activation; lower = inhibition) at 10 µM; Q9H2X9; hit rate 2.2% among 190,000; KCC2 cells, thallium flux FluoZin-2 fluorescence;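 active means thallium flux slope and its plate-corrected score both differing from the plate sample mean at a set confidence after two filtering rounds, in either direction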;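 further: slope of fluorescence scaled to starting intensity during 10 to 20 s after thallium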
L929 necroptosis – blocks zVAD induced death of L929 cells | L929 zVAD necroptosis rescue, ATP luminescence, 24 h; with zVAD 60 µM | viability rescue, % at 10 µM | hit rate 0.38% among 220,000 | AID 1377;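 active means activation, scaled between plate controls, above about 75%, limit read from the data; inactive means activation under that limit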;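 further: 0% = zVAD with DMSO and 100% = DMSO alone without zVAD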
TNF necrop inh – TNF-alpha cell death inhibition in Jurkat FADD-/- cells | hit rate 0.068% among 220,000 | activation (protection from cell death), % at 10 µM | Jurkat FADD-/- TNF necroptosis rescue, ATP luminescence, 24 h; 0 = TNF only, 100 = no-TNF cells | AID 463075;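 active means activation, meaning protection from cell death, of at least 50% relative to plate controls; inactive means activation below 50%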;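 further: necroptosis triggered by 40 ng/mL TNF-alpha added together with compound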
PERK inhibitor – blocks human PERK kinase | Q9NZJ5 | hit rate 0.17% among 220,000 | AID 1416 | CHO PERK-DD fusion, SEAP luminescence translation reporter | inhibition, % at 5.6 µM;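 active means inhibition above the mean inhibition of all tested compounds plus 3 SD, set separately per screening campaign, cut at about 2.9% in these data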;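 further: PERK kinase domain activated by AP20187 dimerizer at 100 nM; 0% = DMSO with dimerizer and 100% = rapamycin at 8.4 µM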
* marks the source's active call; other numbers are inactive results; · = not tested or not shown; [ ] = dose if it differs, or a comment.

SMILES	m-calpain inh	EBV gp42 block	MDM2 E3 inh	Rad51 HR inh	eIF4E-4G inh	Cl transport mod	L929 necroptosis	TNF necrop inh	PERK inhibitor
O=C(CN1CCCN(S(=O)(=O)c2ccc(Br)s2)CC1)Nc1ccc(Cl)cc1	-14	-16	-1	-1	-22	·	1.4	-0.8	-1.3
Cc1ccccc1-c1cc(C(=O)Nc2sc(C)c(C)c2C(N)=O)c2ccccc2n1	-78	11	-19	-11	2	0.77	-1.1	-3.3	-1.2
Cn1nc(C(=O)N2CCc3ccccc3C2)c2ccccc2c1=O	6	-2	-6	9	-8	0.3	-0.7	0.0	-0.5
COc1ccc(NC(=O)Cc2nnc(N)s2)cc1	-17	-2	-14	·	-1	0.6	-0.3	0.6	2.1
CCOc1ccc(OCCSc2nc(-c3ccccc3)cc(=O)[nH]2)cc1	-10	-6	17	1	0	-0.3	1.8	0.1	0.6
CCN(CC)S(=O)(=O)c1ccc(NC(=O)COC(=O)CCc2cc(OC)c(OC)c(OC)c2)cc1	3	16	-9	9	-3	0.46	0.7	0.9	0.1
Cc1nn(-c2ccc(Cl)cc2)c2sc(C(=O)N3CCN(c4ccccn4)CC3)cc12	-13	-13	-25	6	-17	-0.48	0.2	1.6	1.1
COc1ccc(OC)c2[nH]c(=O)c(CCNC(=O)c3ccc(S(=O)(=O)N4CCCC4)cc3)cc12	-11	-8	-9	·	-6	-1.9	-0.3	0.0	-0.9
CCNc1nc(NCC)n2c(SC(C(=O)Nc3cc(Cl)cc(Cl)c3)c3ccccc3)nnc2n1 (centres undefined)	-93	-1	-9	5	-1[fluorescence artefact?]	-0.47	1.5	2.1	-1.0
OC(CN1CCN(c2ccccn2)CC1)Cn1c2ccc(Cl)cc2c2cc(Cl)ccc21 (centres undefined)	-2	-6	-18	-2	0	-0.032	2.7	1.5	-2.3
O=[N+]([O-])c1ccc2c(c1)C(O)n1ncnc1S2 (centres undefined)	-15	-16	0	-23	3	-0.63	3.7	0.7	0.8
CC(C)CC(N)C(=O)OCc1ccc([N+](=O)[O-])cc1 (centres undefined)	22	-1	-3	11	-2	-0.033	-0.6	0.7	2.6
CCC1CCc2c(sc(NC(=O)c3ccco3)c2C(N)=O)C1 (centres undefined)	-152	-3	-3	-5	4	-0.0086	2.5	0.3	-0.1
O=S(=O)(c1ccc(Br)s1)n1cccn1	-37	-11	-6	-1	-2	0.75	-0.6	-1.4	1.2
Nc1ccc(C(=O)Nc2ccccc2C(=O)O)cc1	-13	-14	-1	5	-1	0.79	1.4	0.4	0.1
COc1cc(-c2nc(-c3ccncc3)no2)cc(OC)c1OC	-6	-16	3	0	8	·	0.4	-1.3	-0.1
CC(NC(=O)COC(=O)c1ccco1)c1ccccc1 (centres undefined)	-2	-20	-6	-7	·	-0.074	-0.5	1.4	-0.1
CC(C)n1c(Oc2ccc(F)cc2)nc2c1c(=O)n(C)c(=O)n2C	-24	-6	-8	-35	-1	-0.077	0.5	-0.5	1.9
CC(NC(=O)C1CCN(S(=O)(=O)c2cnc[nH]2)CC1)c1ccccc1 (centres undefined)	14	-15	-7	·	1	0.77	·	2.5	1.6
CCN(CC)c1ccc(/C=N/N2C(=O)c3ccccc3C2=O)c(O)c1	-13	-16	0	-26	-5	2.2	0.1	0.9	0.7
Cc1cccc(NC(=O)NNC(=O)c2c(Cl)c(C)nn2C)c1	-10	-4	-10	-5	-3[fluorescence artefact?]	·	1.3	1.0	0.8
CC(=O)Nc1sc(NC(=O)c2ccccc2)nc1-c1cccs1	4	-21	-17	-2	6	-0.67	1.8	1.0	0.1
O=C(Nc1c(Cl)cccc1Cl)c1ccc(-c2ccccc2)cc1	-6	4	-9	-2	0	1.8	0.1	-0.4	0.1
CS(=O)(=O)N1CCC(C(=O)N2CCN(C(c3ccccc3)c3ccccc3)CC2)CC1	-6	-14	-13	5	2	-0.15	-0.7	-0.8	-0.9
O=C(Nc1ccc2nc(-c3cccs3)[nH]c2c1)c1ccco1	-31	-27	-5	-2	-2[fluorescence artefact?]	-1.3	4.0	-0.7	0.5
Cc1ccc(N2C(=O)[C@@H]3[C@H](C2=O)[C@H]2C=C(C(=O)c4ccccc4)C=CN2[C@@H]3C(=O)c2ccc(Cl)cc2)cc1	-61	-2	-15	-6	-6	0.25	1.7	1.0	-0.2
O=C1CCCC(=O)C1=C1SCCCS1	-24	-6	-8	0	5	0.77	1.9	0.1	0.5
CC(C)C(=O)Nc1cccc(NC(=O)c2cc3ccccc3o2)c1	-15	-10	-27	4	-8	-1.5	0.4	0.2	-0.5
Cc1cc(=O)[nH]c(SCC(=O)Nc2nnc(CC(C)C)s2)n1	-30	-11	-5	6	0[fluorescence artefact?]	·	0.3	-1.0	1.1
CC(C)C[C@@H]1NC(=O)[C@H](CO)NC(=O)c2cc([N+](=O)[O-])cc(I)c2OCC[C@@H](C(N)=O)NC1=O	2	0	·	-8	6	0.026	2.0	0.6	-0.2
Cn1cc(CN2CCC(C(O)c3cccs3)CC2)c(-c2cccc(Cl)c2)n1 (centres undefined)	-11	-11	-1	1	-1	0.3	2.7	5.8	-0.8
CCCc1nc(SCc2ccc(Cl)cc2Cl)n[nH]1	-2	-4	-12	-4	-7	-0.065	1.1	0.8	1.2
CCOc1ccccc1NC(=O)NCc1cccnc1	-20	-11	20	-3	4	·	0.9	0.3	-0.2
Cn1c(=O)c2c(nc(SCC(=O)NCC3CCCO3)n2Cc2ccc(F)cc2)n(C)c1=O (centres undefined)	-25	4	-9	7	0	0.0065	0.0	3.3	-0.6
COc1ccc(C(C(=O)NC2CCCC2)N(CCN(C)C)C(=O)c2snc(C(N)=O)c2N)cc1 (centres undefined)	-93	-9	1	3	-1	0.036	-0.1	-2.5	1.3
O=C(CSCc1ccc(Cl)cc1)N1CCOCC1	6	-12	3	·	0	-0.078	0.1	4.0	1.2
CCOC(=O)Cc1c(C)c2c(C)[nH]nc2oc1=O	-10	-4	-23	-11	-1	2.1	2.4	0.3	1.1
CCc1ccccc1NNC(=O)CCc1ccccc1	3	-10	-10	3	1	-0.34	0.2	0.0	0.5
CC(=O)C1=NN(c2ccccc2)C(c2cccs2)N1c1ccc(N(C)C)cc1 (centres undefined)	23	-4	-1	-9	-2	-0.39	-0.9	-9.3	-0.6
CN1CCc2c(sc3c2C(=O)NC(/C=C\c2ccccc2)N3)C1 (centres undefined)	-24	-8	-9	-378	2	-1.1	0.4	4.0	-0.3
CC(=O)Oc1ccc2oc(/C=C/N(C)C)c([N+](=O)[O-])c2c1	33	-37	-5	-4	5[fluorescence artefact?]	-0.029	-0.3	-1.7	0.1
CCOc1ccccc1NC(=S)N1CCC(c2nc3ccccc3o2)CC1	-10	-5	-5	9	0	-0.58	2.7	0.8	-0.3
Cc1cccc(COc2ccc(/C(O)=C3\C(=O)C(=O)N(CCN(C)C)C3c3ccncc3)cc2)c1 (centres undefined)	7	-2	-6	-1	3	-0.079	0.0	-1.4	1.3
N#Cc1cccc(Nc2c3c(nc4ccccc24)CCCC3)c1	26	5	-12	10	-5	-0.88	-0.4	2.1	0.5
O=C(O)CCn1nnc2ccccc21	-6	-10	-6	-7	0	0.56	0.9	4.5	1.5

Brought forward from above: 5 entries, then new ones.
SMILES	m-calpain inh	EBV gp42 block	MDM2 E3 inh	Rad51 HR inh	eIF4E-4G inh	Cl transport mod	L929 necroptosis	TNF necrop inh	PERK inhibitor
CC(=O)Oc1ccc2oc(/C=C/N(C)C)c([N+](=O)[O-])c2c1	33	-37	-5	-4	5[fluorescence artefact?]	-0.029	-0.3	-1.7	0.1
CCOc1ccccc1NC(=S)N1CCC(c2nc3ccccc3o2)CC1	-10	-5	-5	9	0	-0.58	2.7	0.8	-0.3
Cc1cccc(COc2ccc(/C(O)=C3\C(=O)C(=O)N(CCN(C)C)C3c3ccncc3)cc2)c1 (centres undefined)	7	-2	-6	-1	3	-0.079	0.0	-1.4	1.3
N#Cc1cccc(Nc2c3c(nc4ccccc24)CCCC3)c1	26	5	-12	10	-5	-0.88	-0.4	2.1	0.5
O=C(O)CCn1nnc2ccccc21	-6	-10	-6	-7	0	0.56	0.9	4.5	1.5
COc1ccc(N(CC(=O)N2CCc3ccccc32)S(=O)(=O)c2c(C)noc2C)cc1	13	9	-12	1	2	·	0.3	-3.0	0.7
Cc1noc(C)c1COc1cccc(C(=O)Nc2ccc(C#N)cc2)c1	10	-15	-7	-3	-8	-0.15	0.6	-3.1	-0.1
COc1cc(/C=N/NC(=O)c2cncc(Br)c2)cc([N+](=O)[O-])c1O	13	-17	3	-12	5	-3.4	0.2	-10	-0.3
CCOc1ccc2nc(NC(=O)C3CCN(c4cnccn4)CC3)sc2c1	-227	-10	-7	9	6	-0.69	2.5	2.6	-0.7
COC(=O)CNC(=O)C1(C)C=CCN1C(=O)c1ccccc1 (centres undefined)	-10	-16	·	-8	7	0.14	1.4	-0.1	0.1
CC(=O)N/C(=C\c1ccccc1)C(=O)Nc1ccccc1C	28	-5	-12	-7	1	0.32	-0.1	-0.1	0.0
O=C(Nc1c(C(=O)NCc2ccco2)cnn1-c1ccccc1)c1ccc(F)cc1	-4	2	-11	-9	-3	·	1.0	0.5	-0.7
CCOCCCNC(=O)Cc1cc(=O)[nH]c(=O)[nH]1	-24	-20	-7	4	1	0.61	2.4	1.6	3.1*
O=C(Nc1nnc(-c2ccccc2)o1)c1cc(-c2cccs2)nc2ccccc12	-111	-13	·	·	-4	99*	·	-0.4	0.1
CCOC(=O)c1ccc(N2C(=O)c3n[nH]c(C)c3C2c2ccc(OC)c(OC)c2)cc1 (centres undefined)	-21	-12	-2	-2	1	-1.4	0.5	0.0	-0.7
Cn1ccnc1SCc1nc2c(cnn2-c2ccccc2)c(=O)[nH]1	14	-3	-21	-5	2	0.03	-1.2	0.4	0.1
Cc1ccc2nc(-c3cccnc3)cc(C(=O)N3CCN(c4ccc([N+](=O)[O-])cc4)CC3)c2c1	-130	-6	-18	-7	-8	-0.84	-0.4	-3.2	0.1
CCOC(=O)Cn1cc(/C=N/NC(=O)CC#N)c2ccccc21	8	-3	-7	-5	-3	0.43	0.6	2.3	0.9
O=C(/C=C/c1cccc(F)c1)Nc1ccc(S(=O)(=O)Nc2ncccn2)cc1	-14	-4	-13	-2	-5	-0.084	3.7	6.9	0.7
Cc1cc(C(=O)N/N=C/c2ccc(O)c(O)c2O)c(C)n1-c1ccccc1	-3	1	-25	13	24	0.41	3.3	-2.9	0.5
CC1CN=C(N(Cc2ccccc2)C(=O)Nc2ccccc2)S1 (centres undefined)	-15	-9	-7	-10	12	-0.031	0.7	12	0.0
CC(=O)Nc1ccc(NC(=O)CCCN2C(=O)c3ccccc3C2=O)cc1	13	-12	7	-137	2	1.2	0.2	-1.3	0.5
O=C(NCCCN1CCCC1=O)NC12CC3CC(CC(C3)C1)C2	-25	-13	-7	-4	-18[fluorescence artefact?]	0.17	0.5	-1.5	-0.1

High-throughput results as filed in PubChem BioAssay.
